Source: PubChem BioAssay (several laboratories)
CDK5 p35 inh – inhibitors of human CDK5/p35 kinase, primary screen, biochemical, single concentration; Recombinant CDK5/p35, ADP-Glo luminescence, 60 min; AID 488839, 2010; inhibition, % at 10 µM; Cyclin-dependent kinase 5 (Homo sapiens) + Cyclin-dependent kinase 5 activator 1 (Homo …; 0.01% of 330,000 active;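 active = highest replicate inhibition of at least 50% and at least 75% of replicates reaching 50%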;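 also: plate controls were DMSO neutral control for no effect and GW8510 at 10 µM for full effect; many of its hits are not listed in these tables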
Target sequence (Q00535 whole entry, looked up): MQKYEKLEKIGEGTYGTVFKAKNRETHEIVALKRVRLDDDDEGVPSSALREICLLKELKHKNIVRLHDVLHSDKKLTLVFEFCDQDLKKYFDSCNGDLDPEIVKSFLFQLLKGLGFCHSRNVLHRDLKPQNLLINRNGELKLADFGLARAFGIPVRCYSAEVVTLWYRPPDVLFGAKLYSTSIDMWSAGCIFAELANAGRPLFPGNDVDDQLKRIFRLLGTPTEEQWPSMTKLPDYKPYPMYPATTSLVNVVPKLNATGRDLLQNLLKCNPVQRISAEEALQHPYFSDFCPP
Target sequence (Q15078 whole entry, looked up): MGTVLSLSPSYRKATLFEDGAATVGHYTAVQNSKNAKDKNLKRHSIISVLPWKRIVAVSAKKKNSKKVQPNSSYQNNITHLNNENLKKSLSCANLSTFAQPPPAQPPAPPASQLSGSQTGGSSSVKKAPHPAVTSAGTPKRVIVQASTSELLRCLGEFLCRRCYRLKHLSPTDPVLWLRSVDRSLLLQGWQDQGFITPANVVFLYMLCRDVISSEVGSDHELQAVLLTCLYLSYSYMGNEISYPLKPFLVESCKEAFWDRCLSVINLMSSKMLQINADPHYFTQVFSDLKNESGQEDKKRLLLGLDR
Tat export inh – E. coli Tat export inhibitors, primary screen, MC4100, TorA-mCherry reporter, fluorescence, single point; inhibition, % at 10 µM; 0.036% of 340,000 active;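 active = mean replicate inhibition at least 50% and at least half of replicates individually reaching 50%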;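 also: exported cargo escapes ClpAP degradation while cytoplasmic cargo is degraded and loses fluorescence; 0% = median of neutral control wells and 100% = median of NaSCN control wells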
PKA-R1A activ – activators of PKA-R1A holoenzyme, primary screen, biochemical, fluorescence polarization, Cy5-IP20, bovine R1A, mouse PKAc; cAMP-dependent protein kinase type I-alpha regulatory subunit (Bos taurus) + …; PKA-R1A dissociation; scaled: DMSO 0%, 113 µM cGMP 100%; activation, % at 11.4 µM; 0.083% of 340,000 active;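 active = percent activation above the mean of all tested compounds plus 3 SD, cut at about 19% in these data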;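 also: higher means more PKAc released from R1A so a rise in polarization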
HTR5A inv ag – HTR5A inverse agonists in luminescence cell assay, primary screen, counter-screen for OPRM1-OPRD1 heterodimer inverse agonist project, full-deck HTS. inhibition, % at 9.3 µM. HTR5A cell line, inverse agonism. 5-hydroxytryptamine receptor 5A (Homo sapiens), P47898. 0.083% of 340,000 active; in the data active = inhibition mostly above about 23%, no sharp cut-off; inactive = mostly below about 18%;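 also: 0% = cells with DMSO and 100% = no-cell wells with DMSO; some compounds called inactive have numbers as strong as hits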
Target sequence (P47898 whole entry, looked up): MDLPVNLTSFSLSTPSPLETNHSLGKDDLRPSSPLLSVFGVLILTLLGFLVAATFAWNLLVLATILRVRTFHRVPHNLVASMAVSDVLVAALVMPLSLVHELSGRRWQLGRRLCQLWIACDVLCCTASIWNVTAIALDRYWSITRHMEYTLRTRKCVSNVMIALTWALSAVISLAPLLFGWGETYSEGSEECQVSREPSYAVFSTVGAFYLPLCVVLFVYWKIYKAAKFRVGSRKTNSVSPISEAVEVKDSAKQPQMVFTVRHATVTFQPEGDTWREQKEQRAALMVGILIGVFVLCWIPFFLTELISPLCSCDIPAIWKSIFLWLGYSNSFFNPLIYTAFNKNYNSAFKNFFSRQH
DAGLB inhibitor – DAGLB lipase inhibitors, primary screen, biochemical, fluorescence, HTS; Diacylglycerol lipase-beta (Homo sapiens), Q8NCG7; inhibition, % at 5.17 µM; HEK293T DAGLB membrane lysate, EnzChek fluorogenic substrate; AID 504411, 2011; 0.059% of 340,000 active; in the data active = inhibition above about 34%;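 also: 0% = enzyme with vehicle and 100% = wells lacking enzyme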
AddAB inh – growth inhibition of E. coli expressing H. pylori AddAB, primary screen, AddAB inhibitor project, absorbance; inhibition, % at 11.9 µM; 0.29% of 330,000 active; AID 435030, 2010; in the data active = inhibition above about 12%;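 also: 0% = vehicle wells of infected cells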
HTR5A ag ctr – HTR5A agonists in luminescence cell assay, primary screen, counter-screen for OPRM1-OPRD1 heterodimer agonist project, full-deck HTS. activation, % at 9.3 µM. AID 504692, 2011. cell-based. 0.61% of 340,000 active; in the data active = activation mostly above about 9.5%, no sharp cut-off; inactive = mostly below about 7.6%;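 also: 0% = cells with vehicle only and 100% = reference agonist; strong numbers were not always called active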
phage Ecoli inh – growth loss of phage-infected E. coli, primary screen, RecBCD inhibitor project, absorbance, with phage, HTS. inhibition, % at 11.9 µM. 0.26% of 360,000 active. AID 651602, 2012; in the data active = inhibition above about 11%
E coli growth – E. coli V3065 growth inhibition, primary screen, counter-screen for AddAB inhibitor project, absorbance, OD600; 18 h; 0.27% of 330,000 active; inhibition, % at 11.9 µM;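 active = inhibition above the campaign's mean inhibition across all tested compounds plus 3 SD, cut at about 9.9% in these data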;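 also: uninfected addAB+ strain grown without phage in ampicillin broth; 0% = DMSO wells and 100% = ciprofloxacin 0.95 µg/ml wells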
PKA-R2B act – activators of PKA-R2B holoenzyme, primary screen, biochemical, fluorescence polarization, Cy5-IP20, human; activation, % at 11.4 µM; AID 504700, 2011; 0.079% of 340,000 active; PKA-R2B holoenzyme dissociation; R2B truncated from residue 108, S112A mutant; 0% DMSO only, 100% 113 µM cGMP;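 active = activation above a cutoff set at the mean over all compounds plus 3 SD, cut at about 18% in these data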;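 also: higher means more holoenzyme dissociation and a rise in polarization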
SUMO Mot1 rescue – yeast Mot1-301 growth rescue at high temperature, primary screen, SUMOylation pathway inhibitor project, S. cerevisiae, ATP luminescence, 38.5C. 1% of 320,000 active. S. cerevisiae Mot1-301 growth rescue; percent above DMSO median, 100 means doubled. growth rescue, % at 18.8 µM;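 active = every valid replicate shows activation above 250% relative to neutral control wells; inactive = the rest, any valid replicate at or below 250%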;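 also: OY570 slx delta 5 strain wells were the positive control but not used for scaling; some compounds called inactive have numbers as strong as hits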
Starred values were filed as active, the others as inactive; / = not tested or not shown; + = active, no number. Rows were taken by chance; 2.3% or so of the library scored in one or more.

SMILES	CDK5 p35 inh	Tat export inh	PKA-R1A activ	HTR5A inv ag	DAGLB inhibitor	AddAB inh	HTR5A ag ctr	phage Ecoli inh	E coli growth	PKA-R2B act	SUMO Mot1 rescue
CC(=O)c1ccc(N2CCc3ccccc3C2)c([N+](=O)[O-])c1	1.1	-7	/	/	/	2.1	/	1.9	-2.3	/	24
COC(=O)c1ccccc1NC(=S)NC(=O)CC(C)C	1.9	7	-2	-5	-3	1.0	8	0.9	2.4	-11	212
CCOc1ccc(NC(=O)c2c[nH]n3c(=O)cc(C4CCN(C(=O)OC(C)(C)C)CC4)nc23)cc1	-1.4	-9	0	-21	5	3.8	6	-1.4	-1.3	1	-4
Cc1ccc(C(c2cc(Cl)c3cccnc3c2O)N2CCN(C)CC2)cc1 (stereo unspecified)	5.7	-2	-14	-12	-13	19*	5	/	20*	3	296
CCCCc1ccc(NC(=O)COCC)cc1	0.4	-2	4	0	-5	-0.5	2	-0.6	-1.2	-4	-5
c1ccc(C[n+]2csc3ccccc32)cc1	2.1	3	-4	-5	-2	0.2	1	1.2	0.0	0	36
CCOC(=O)C1CCCN(C(=O)c2cc(-c3ccco3)nc3ccccc23)C1 (stereo unspecified)	-1.5	-6	7	7	4	-0.6	-2	1.9	1.1	-7	/
S=c1[nH]nc(-c2ccco2)n1/N=C/c1ccc(Br)s1	0.9	0	-6	0	4	0.8	-3	2.6	-2.0	2	28

Record cards, as listed above. Order of screens: CDK5 p35 inh | Tat export inh | PKA-R1A activ | HTR5A inv ag | DAGLB inhibitor | AddAB inh | HTR5A ag ctr | phage Ecoli inh | E coli growth | PKA-R2B act | SUMO Mot1 rescue
`c1ccc(C[n+]2csc3ccccc32)cc1` is listed as 2.1 | 3 | -4 | -5 | -2 | 0.2 | 1 | 1.2 | 0.0 | 0 | 36
`COC(=O)c1ccccc1NC(=S)NC(=O)CC(C)C` is listed as 1.9 | 7 | -2 | -5 | -3 | 1.0 | 8 | 0.9 | 2.4 | -11 | 212
`CCOc1ccc(NC(=O)c2c[nH]n3c(=O)cc(C4CCN(C(=O)OC(C)(C)C)CC4)nc23)cc1` is listed as -1.4 | -9 | 0 | -21 | 5 | 3.8 | 6 | -1.4 | -1.3 | 1 | -4
`Cc1ccc(C(c2cc(Cl)c3cccnc3c2O)N2CCN(C)CC2)cc1` (stereo unspecified) is listed as 5.7 | -2 | -14 | -12 | -13 | 19* | 5 | / | 20* | 3 | 296
`CCOC(=O)C1CCCN(C(=O)c2cc(-c3ccco3)nc3ccccc23)C1` (stereo unspecified) is listed as -1.5 | -6 | 7 | 7 | 4 | -0.6 | -2 | 1.9 | 1.1 | -7 | /

Remaining list, next part
SMILES	CDK5 p35 inh	Tat export inh	PKA-R1A activ	HTR5A inv ag	DAGLB inhibitor	AddAB inh	HTR5A ag ctr	phage Ecoli inh	E coli growth	PKA-R2B act	SUMO Mot1 rescue
COCCN(CCOC)C(=O)N1CCOCC1	-1.1	5	-1	-27	1	0.5	10	0.5	-0.7	3	-15
COc1ccc2oc(C(=O)OCC(=O)NC3CCCC3)c(C)c2c1	1.2	-3	1	-30	-5	2.6	1	1.3	0.9	0	6
COc1cccc(C2c3c(oc4ccc(F)cc4c3=O)C(=O)N2CCCN2CCOCC2)c1 (stereo unspecified)	2.2	0	-1	-4	0	4.8	1	1.7	0.9	0	-12
C(=N\N=C\c1cccs1)/c1cccs1	-0.9	-5	-8	10	-3	-0.2	-4	4.1	0.7	-1	/
O=C(Cn1ncc(N2CCCC2)c(Br)c1=O)c1ccc(Cl)cc1	-1.9	1	8	-19	0	2.0	7	3.3	2.1	-6	0
O=C(Cc1cccs1)NNC(=S)NC(=O)c1ccco1	-4.9	-5	7	-1	0	-5.0	0	2.2	-4.6	-2	315
COc1ccccc1OCC(=O)Nc1ccccc1C(=O)N1CCCC1	-5.4	17	1	-6	-1	2.4	2	2.2	0.2	0	5
CN(C)S(=O)(=O)c1ccc(N2CCCC2)c(C(=O)Nc2nc(-c3cc(F)ccc3F)cs2)c1	0.6	6	-3	23	4	-2.8	-1	2.5	-3.2	-10	6
O=C(NNC(=O)C1CCN(C(=O)Nc2ccccc2)CC1)c1ccc(F)cc1	-1.0	19	-11	0	2	0.3	0	0.8	-0.9	-7	8
COCCCNC(=O)c1sc2ncnc(N3CCc4ccccc4C3)c2c1C	0.9	-1	-14	-11	-1	-1.5	2	0.6	-0.8	-8	25
CNc1nc(N)nc(-c2cc(Cl)ccc2OC)n1	-3.0	8	0	-17	-1	1.1	1	3.0	-0.9	-4	-1
CCOC(=O)c1sc(N(C)C)nc1-c1ccccc1	-3.1	7	-11	-7	-4	0.8	1	-0.2	0.8	0	-1
COc1cc(/C=N/NC(=O)c2nnn(-c3nonc3N)c2C(C)C)ccc1OCc1ccc(F)cc1	-0.8	-11	-5	11	-2	2.7	5	4.9	-1.4	-4	-12
FC(F)(F)c1cc(C(F)(F)F)c2ccc(N3CCN(c4ncccn4)CC3)nc2n1	-0.5	2	7	0	-1	3.0	1	3.0	-1.3	4	-14
C[C@@H]1O[C@@H](OC[C@H]2O[C@@H](Oc3cc(O)c4c(=O)cc(-c5ccc(O)c(O)c5)oc4c3)[C@H](O)[C@@H](O)[C@@H]2O)[C@H](O)[C@H](O)[C@H]1O	-0.9	-10	-4	18	-1	2.8	0	/	-1.8	10	5
Cc1cc(C)c(NC(=O)Nc2ccccc2)c(Cl)c1	0.7	4	1	-14	-4	1.2	5	1.2	-0.8	-1	7
CCOC(=O)c1c(CN(C)C)n(C)c2ccc(OC(C)=O)cc12	1.5	0	0	1	-6	1.1	0	4.0	0.7	-4	-5
CCCCN(C)S(=O)(=O)c1c(C)[nH]c(=O)[nH]c1=O	1.5	-4	-7	19	-5	1.0	-8	-0.9	-3.0	8	78
Cc1cc(C)c(C)c(S(=O)(=O)NC(C)C(=O)O)c1C (stereo unspecified)	0.2	-11	-7	-12	0	2.3	1	-0.9	1.9	-10	/
O=C(O)C1CCCN1C(=O)c1cncc(Br)c1 (stereo unspecified)	5.2	7	3	18	-2	2.7	-4	1.9	0.9	-11	+
CN(c1ccccc1)S(=O)(=O)c1cc(C(=O)Nc2ccccc2N2CCOCC2)ccc1Cl	-0.2	9	-2	-9	-5	/	12	3.3	/	-5	/
Cc1cc2ncc(-c3ncc(C(F)(F)F)cc3Cl)cn2n1	-1.8	2	-10	1	-2	2.3	0	0.7	1.3	-8	-2
COc1ccc(NC(=O)c2cccnc2)c(OC)c1	3.3	-5	-7	-10	2	-3.4	4	1.3	-1.7	-1	-1
CN(CC1CCCO1)S(=O)(=O)c1ccc(C(=O)Nc2nc(-c3ccccn3)cs2)cc1 (stereo unspecified)	0.2	4	1	-41	2	-2.6	-1	/	-4.1	5	187
Cc1cc(C)nc(NC(=O)CCCC(=O)O)c1	1.6	-2	0	9	0	0.7	-4	3.0	1.1	4	76
O=C(NCCCn1ccnc1)c1cc(-c2cccc(O)c2)on1	0.6	-1	-11	-25	-3	0.2	3	4.9	-0.4	5	-10
Cc1ccccc1NC(=O)c1ocnc1C	-0.2	1	6	5	1	-3.1	3	4.9	-3.2	-12	0
O=C(Nc1cccc(Br)c1)/C(=C\c1cccnc1)NC(=O)c1ccco1	0.0	-4	-10	-10	-2	0.6	-3	4.0	0.5	-6	212
O=C(O)CCc1ccccc1OC(=O)c1ccccc1	1.6	16	-12	-1	2	0.9	3	-0.7	-0.7	-6	1
O=C(O)CCCC(=O)Nc1cccc2cccnc12	0.0	-3	-8	0	1	2.1	1	3.1	-2.2	-6	-5
O=C(CN(Cc1ccco1)C(=O)CNS(=O)(=O)c1ccc(Cl)cc1)NCc1ccc(F)cc1	-0.5	-6	7	16	0	4.0	-1	2.1	0.2	-3	-7
CC(C)(O)C#Cc1ccc(CN2CCN(Cc3ccsc3)C(CCO)C2)s1 (stereo unspecified)	-2.6	-1	-8	-2	2	-0.5	1	3.6	-0.3	-15	4
C=CCn1c(SCC(=O)c2[nH]c(C)c(C(=O)OC)c2C)nc2scc(-c3ccc(OC)c(OC)c3)c2c1=O	-1.3	-2	7	-31	2	-0.3	-3	2.8	1.5	9	-6
CCOC(=O)COc1ccccc1C(=O)c1cnn(-c2ccccc2)c1	-0.4	5	5	11	-4	-1.2	-3	1.3	0.5	7	-1
COc1ccc(-n2ncc3c2CC(C)(C)CC3NC(=O)c2c(C)cc(=O)oc2C)cc1 (stereo unspecified)	0.7	7	-11	0	3	2.5	1	1.6	-0.4	0	-13
CC1(C)C2CCC(C2)C1(C)N=C1OC(CCl)CS1 (stereo unspecified)	-1.9	5	-5	-2	-3	0.1	1	-0.5	0.7	-1	-30
C=CCNC(=S)NN=C1CCC(c2ccccc2)CC1 (stereo unspecified)	-4.1	11	0	-3	-1	1.3	1	-0.9	-0.8	2	69
CCc1ccc(C(=O)NNc2ccc(S(N)(=O)=O)cc2)cc1	0.7	-10	/	/	/	0.3	/	1.2	-3.5	/	-6
CCOC(=O)N1CCN(S(=O)(=O)c2cc([N+](=O)[O-])c(C)cc2C)CC1	-5.2	1	5	-14	-3	-2.0	4	3.7	1.0	-6	-11
CN(CC(=O)Nc1ccccc1C(F)(F)F)C(=O)CSc1nc(N)cc(N)n1	-0.5	-9	-10	9	0	0.8	-4	2.5	-1.9	-6	0
CCc1ccccc1N1CC(C(=O)Nc2cc(S(=O)(=O)N3CCCC3)ccc2Cl)CC1=O (stereo unspecified)	-1.0	3	-13	17	0	-0.6	-7	1.9	-1.8	-9	-2
O=C(COC(=O)c1n[nH]c(=O)c2ccccc12)NCc1ccccc1	-0.6	-7	-8	11	1	0.3	-4	1.2	1.4	-9	8
CN1CCN(C(=O)c2ccc(Cn3cc(Cl)cn3)o2)CC1	2.0	-6	-2	-1	-1	6.0	4	1.3	-0.3	-4	233

Some of the entries above in another layout:
Sequence of screens – CDK5 p35 inh, Tat export inh, PKA-R1A activ, HTR5A inv ag, DAGLB inhibitor, AddAB inh, HTR5A ag ctr, phage Ecoli inh, E coli growth, PKA-R2B act, SUMO Mot1 rescue
- Cc1cc2ncc(-c3ncc(C(F)(F)F)cc3Cl)cn2n1
 : -1.8, 2, -10, 1, -2, 2.3, 0, 0.7, 1.3, -8, -2
- COc1ccc(NC(=O)c2cccnc2)c(OC)c1
 : 3.3, -5, -7, -10, 2, -3.4, 4, 1.3, -1.7, -1, -1
